AID2073: inhibitors of Mint1-CaV2.2 protein interaction, biochemical, HTRF (AID 2073); 290,000 compounds, 0.19% hits; inhibition, % at 20 µM; hits with a dose series show IC50 in µM; HTRF protein-protein interaction, Mint1-CaV2.2; higher % means a stronger effect; in the data active means inhibition mostly above about 51%, no sharp cut-off; inconclusive means no clear call, values can overlap the other calls; inactive means mostly below about 53%; further: some results filed as inactive read as strong as hits
Siah-1 displacement: Siah-1 peptide-binding antagonists, primary screen, biochemical, fluorescence polarization, rhodamine-plectin, uHTS (AID 1817) | Siah-1 / rhodamine-plectin peptide fluorescence polarization; higher % means a stronger effect | displacement, % at 20 µM, or IC50 in µM where a hit was titrated | 290,000 compounds, 0.02% hits;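 active means displacement of at least 50% at 20 µM, with a fluorescence ratio check between 0.3 and a set limit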;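 further: plate controls were Siah plus tracer with DMSO for no effect and tracer alone without Siah for full effect; strong numbers were not always called active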
LYP inhibition: inhibitors of LYP phosphatase, biochemical, fluorescence intensity, uHTS (AID 1779). inhibition, % at 11.5 µM; hits with a dose series show IC50 in µM. recombinant LYP phosphatase, fluorescence intensity; higher % means a stronger effect. 290,000 compounds, 0.054% hits; in the data active means inhibition above about 50%;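 further: plate controls were vehicle with enzyme for no effect and no enzyme for full effect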
* marks the source's active call; other numbers are inactive results; ? = inconclusive.

SMILES	Siah-1 displacement	AID2073	LYP inhibition
CCCCN(C)CCN1C(=O)C2C(C(=O)Nc3cccc(OC)c3)C3C=CC2(O3)C1C(=O)NC1CCCCC1C (configuration not stated)	0.0%	3.0%	-7.4%
CC(C)N(Cc1nccn1C)C(=O)c1cc(COc2ccc(-n3cncn3)cc2)on1	-6.8%	9.4%	-10.0%
C/C(=N\NC(=O)c1ccc(Br)cc1)c1cccnc1	-1.8%	10.5%	-9.6%
CSCc1nnc(NC(=O)c2ccc(S(=O)(=O)N3CCCCC3C)cc2)o1 (configuration not stated)	-2.8%	-0.8%	-5.4%
CCN(CC)CCCNC(=O)c1csc(Nc2cccc3ccccc23)n1	-4.5%	-4.7%	-3.7%
Cc1ccccc1C(=O)Nc1ccnn1C1CCN(Cc2c(C)n(C)c3ccccc23)CC1	-0.3%	5.3%	-6.2%
NS(=O)(=O)Oc1ccccc1	0.1%	11.8%	-5.2%
COc1ccc(-c2cc(=O)oc3c(C)c(OC(C)C(=O)Nc4ccc(CN5CCOCC5)cc4)ccc23)cc1 (configuration not stated)	14.0%	37.2%	-1.3%
O=C(/C=C/c1ccco1)OCC(=O)c1cccc([N+](=O)[O-])c1	2.5%	-10.0%	-4.2%
CC1CCN(C(=S)NC(=O)c2cccc([N+](=O)[O-])c2)CC1	9.3%	-15.0%	-3.9%
COc1ccccc1NS(=O)(=O)NC(=O)c1c(C)[nH]c2ccccc12	1.5%	9.3%	-12.9%
O=C(Cc1ccccc1)N1CCN(c2ccc([N+](=O)[O-])cc2)CC1	-1.1%	8.7%	-4.3%
O=C(COc1ccc2ccc(=O)oc2c1)NC1CCN(Cc2ccccc2)CC1	-0.8%	22.2%	-8.5%
COc1ccc(-c2csc3ncnc(N4CCN(Cc5ccccc5)CC4)c23)cc1	2.0%	-7.5%	-9.2%
CC(=O)N1CCN(C(=O)c2ccc3oc(CCCc4ccccc4)nc3c2)CC1	1.7%	5.1%	-7.2%
Cc1ccc(C(=O)N/C(=C\c2cn(S(=O)(=O)N(C)C)c3ccccc23)C(=O)NCCCn2ccnc2)cc1	3.4%	10.8%	-7.1%
COc1ccc(CNC(=O)C2CCC(CNS(=O)(=O)c3cccc4cccnc34)CC2)cc1 (configuration not stated)	-0.1%	-4.0%	-1.6%
Cn1c(N)c(S(=O)(=O)N2CCN(c3ccccc3F)CC2)c(=O)n(C)c1=O	1.6%	0.0%	-5.6%
COc1ccc(Nc2nc(-c3sc(C)nc3C)cs2)cc1	-6.5%	-13.3%	-8.0%
Cc1cccc(NC(=O)c2cc(S(=O)(=O)N3CCc4ccccc43)cn2C)c1C	18.7%	0.1%	-12.7%
COC(=O)c1cc(S(=O)(=O)N(C)Cc2ccco2)c[nH]1	7.1%	2.1%	-10.9%
Cc1ccccc1CN1C(=O)/C(=C\c2ccc(C(=O)NCCN3CCOCC3)cc2)Sc2ccccc21	10.4%	6.2%	-11.5%
O=C(C1=C(O)C(=O)N(CC2CCCO2)C1c1cccc(O)c1)c1ccco1 (configuration not stated)	1.4%	7.3%	-6.8%
Cc1ccc2nccc(C(=O)N3CCCC(N4CCN(c5ccc(F)cc5)CC4)C3)c2c1 (configuration not stated)	5.3%	-4.6%	-6.1%
Cc1ccc2oc(C(=O)NC3CCS(=O)(=O)C3)c(C)c2c1 (configuration not stated)	-5.0%	10.7%	-5.0%
COc1ccc(-c2noc(CCCC(=O)NC3CCCCC3)n2)cc1OC	-5.6%	6.5%	-4.7%
Cc1oc(-c2ccccc2F)nc1CSCC(=O)NC1CC1	-0.8%	0.4%	-14.7%
Cc1ccc(C(=O)NCc2nnc3c(C(F)(F)F)cc(Cl)cn23)o1	-6.1%	8.1%	1.7%
c1ccc(SCc2cn(C[C@H]3CC[C@@H]([C@@H]4CC[C@H](Cn5cc(CSc6ccccc6)nn5)O4)O3)nn2)cc1	-0.6%	-3.7%	-13.6%
CCCOc1ccc(-c2c(C(=O)N/N=C/c3cccnc3)nnn2-c2nonc2N)cc1	13.1%	18.8%	-11.7%
O=C(CCC(=O)Nc1ccc(F)cc1)N/N=C/c1ccccc1	7.1%	5.9%	-3.4%
Oc1ccc(-c2[nH]ncc2-c2ccc(Br)cc2)c(O)c1	3.5%	9.6%	-3.1%
COc1ccccc1OCc1nnc(SCC(=O)Nc2ccc(N3CCOCC3)cc2)n1C	-3.9%	-6.8%	-11.0%
CC(C)(C)c1ccc(C2SCC(=O)N2c2cccc(C(=O)O)c2)cc1 (configuration not stated)	-6.3%	2.9%	-5.7%
COc1ccccc1N1CCN(C(=O)C(=O)c2c(C)n(C)c3ccccc23)CC1	-1.7%	40.5%	-5.6%
FC(F)Oc1ccc(NC(=S)NC2CCSc3ccccc32)cc1 (configuration not stated)	-5.3%	-10.4%	0.7%
COc1cccc(S(=O)(=O)Nc2noc3ccccc23)c1	-1.2%	12.1%	-4.2%
COc1ccc(OC)c(NC(=O)CCN2CCN(C/C=C/c3ccccc3)CC2)c1	12.3%	-1.0%	-6.4%
Cc1ccccc1NS(=O)(=O)c1ccc(-c2ccc(=O)[nH]n2)o1	-0.5%	10.3%	-13.8%
CCN(CC)c1ccc(S(=O)(=O)N2CCOCC2)cc1NC(=O)CSC(=S)N1CCCC1	2.6%	-35.0%	2.4%
O=S(=O)(Cc1nnnn1-c1ccccc1)c1ccc(F)cc1	3.9%	12.7%	-5.2%
COc1ccc(CNC(=O)CN2C(=O)COc3ccc(S(=O)(=O)N4CCCC4)cc32)cc1	-0.3%	-3.7%	-8.7%
CCN1CCN(C(=O)CNC(=O)c2nn(-c3ccc(OC)cc3)c(=O)c3ccccc23)CC1	2.3%	3.9%	-1.8%
O=C(O)CCc1ccc(S(=O)(=O)Nc2ccc(OCc3ccccc3)cc2)cc1	2.1%	11.7%	-1.5%
COC(=O)CNC(=O)C1Cc2ccccc2CN1S(=O)(=O)c1ccc(F)cc1 (configuration not stated)	2.2%	12.3%	-7.4%
COc1ccccc1Nc1nn2c(=O)c3ccc(C(=O)N4CCCC(C)C4)cc3nc2s1 (configuration not stated)	-2.2%	6.2%	-2.4%
O=C(N=C1SC2CS(=O)(=O)CC2N1c1ccccc1)C1CC1 (configuration not stated)	8.5%	-1.2%	-12.5%
Cc1ccc(C(=O)N2CCN(S(=O)(=O)c3ccc(Br)cc3)CC2)o1	2.7%	3.5%	-4.2%
COc1ccc(-n2c(C)cc(=O)[nH]c2=O)cc1	-2.1%	6.7%	-8.4%
COc1ccc(C(=O)NC2CCCCC2)cc1OC1CCN(C(C)C)CC1	-0.1%	12.9%	-9.8%
CCNc1nc2c(c(=O)n(C)c(=O)n2C)n1CCCc1ccccc1	-5.8%	-7.4%	-13.6%
O=[N+]([O-])c1ccccc1/C=N/n1c(-c2ccccc2)n[nH]c1=S	1.1%	-37.1%	-6.3%
COc1ccc2cc(C(=O)C3CCCN(C(=O)c4cccnc4)C3)ccc2c1 (configuration not stated)	0.6%	25.9%	-11.4%
Cc1nc(-c2ccc(Cl)cc2)sc1C1(C)CC(c2ccc(F)cc2)=NO1 (configuration not stated)	-4.4%	9.7%	-6.4%
Cc1cc(C)cc(OCc2nnc(SCC(=O)NC3CC3)n2C)c1	-9.8%	2.3%	-7.9%
Cc1ccc(N2C(=O)NC(NS(=O)(=O)c3ccccc3)(C(F)(F)F)C2=O)cc1C (configuration not stated)	4.7%	12.4%	-9.0%
O=C(NCc1ccccc1Cl)C1CCCN1C(=O)Nc1ccccc1 (configuration not stated)	-3.1%	10.8%	-11.4%
Cc1c([N+](=O)[O-])c(C(=O)NC2CCCCC2)nn1C	6.1%	3.7%	-5.5%
O=C(c1ccc(Br)cc1)N1CCC(C(=O)N2CCN(c3ccccc3)CC2)CC1	8.1%	9.6%	-5.0%
Cc1ccc(S(=O)(=O)N2CCC(C(=O)N3CC(C)OC(C)C3)CC2)cc1 (configuration not stated)	-1.1%	-5.0%	-11.5%

New compounds follow
SMILES	Siah-1 displacement	AID2073	LYP inhibition
Cc1nn(Cc2c(F)c(F)c(F)c(F)c2F)c(C)c1NC(=O)c1ccnn1C	-0.3%	2.7%	-7.5%
COc1cc([N+](=O)[O-])ccc1NC(=O)Nc1cnccn1	3.5%	12.6%	-10.1%
CN1CCc2c(sc(NC(=O)c3ccco3)c2C(N)=O)C1	9.4%	-5.4%	-4.2%
NC(=O)N/N=C/c1ccc(-n2nncc2-c2ccc(Cl)cc2)cc1	2.0%	2.7%	-6.4%
C=CCN(C(=O)Nc1ccc(OC)cc1)c1nnc(-c2ccncc2)s1	-3.9%	-3.1%	-2.6%
O=C(c1cccc(Cl)c1)N1CCCC(C(=O)N2CCN(c3ccccc3)CC2)C1 (configuration not stated)	2.0%	4.7%	-10.3%
CC(=O)Nc1ccc(C2=NN(c3ccccc3)C(c3ccccc3)C2)cc1 (configuration not stated)	-6.5%	?	-14.5%
O=C(CCS(=O)(=O)c1ccccc1)NCc1ccccc1	1.6%	3.7%	-8.3%
COc1ccccc1/C=C/CN1CCC(Oc2ccc(C(=O)N3CCCC3)cc2)CC1	-5.6%	-0.8%	-12.8%
Cc1ccc(CCC(=O)Nc2ccc(Cl)cc2)o1	-2.9%	0.3%	-7.8%
CC(=O)N1c2ccccc2C(=O)C1N(C)c1ccc(C)cc1 (configuration not stated)	5.6%	-11.4%	-7.4%
CCN1CCN(c2cc3c(cc2F)c(=O)c(S(=O)(=O)c2ccccc2)cn3C)CC1	-9.6%	9.7%	-10.7%
CN1CCN(C(c2ccc(C(F)(F)F)cc2)c2cc(Cl)c3cccnc3c2O)CC1 (configuration not stated)	-10.8%	-13.1%	-6.8%
O=C(CN1CCN(C(=O)C2CCCO2)CC1)Nc1ccc(Cl)cc1 (configuration not stated)	-2.6%	9.3%	1.0%
CC1CCN(C2=NC(=O)/C(=C/c3ccccc3F)S2)CC1	7.3%	13.2%	0.0%
COc1ccccc1N1CCN(C(=O)c2ccc(NC3=NC4CS(=O)(=O)CC4S3)cc2)CC1 (configuration not stated)	-6.9%	-0.7%	-7.9%
O=C(c1ccccc1)c1ccc(OCC(O)CNCc2cccc(Cl)c2)cc1 (configuration not stated)	-1.0%	10.5%	-9.0%
O=C(c1cc(-c2ccccc2)nc2ccccc12)N1CCN(c2ccccc2O)CC1	-1.8%	9.8%	1.7%
CC12CCC(=O)C=C1CCC1C2C(=O)CC2(C)C1CC[C@]2(O)C(=O)CO (some centres not stated)	-4.4%	-0.5%	-4.3%
OCC[C@@H]1C[C@@H](O)[C@H](O)[C@]2(OCc3ccccc32)O1	4.3%	-2.3%	-9.2%
COc1ccc(CN2C3CCC2CC(NC(=O)c2cccc(F)c2)C3)cc1 (configuration not stated)	17.9%	2.6%	-7.8%
COc1ccc(-c2nc(CS(=O)(=O)CC(=O)NCCc3ccc(C)cc3)c(C)o2)cc1	1.1%	15.1%	0.0%
COc1cc(CN2CCNC(=O)C2CC(=O)NC2CCCC2)cc(OC)c1 (configuration not stated)	-0.3%	-1.7%	0.7%
O=C(CCS(=O)(=O)c1ccc2c(c1)NC(=O)CS2)NCCc1ccc(Cl)cc1	0.0%	10.5%	-8.2%
COc1ccc(-n2nc3c(c2NC(=O)C2CC(=O)N(c4ccccc4)C2)CS(=O)(=O)C3)cc1 (configuration not stated)	5.9%	7.7%	-2.9%
O=C(CCCC(=O)c1ccccc1)NCCc1ccccc1	4.3%	-5.1%	-2.9%
CCc1ccc(CN2CCC(n3nccc3NC(=O)c3ccccc3C)CC2)cc1	-6.0%	8.8%	-3.2%
CCOc1cc(/C=N/Nc2nnc(C)n2N)ccc1OC(C)=O	0.4%	7.0%	3.7%
COc1ccc(OC)c(N(CC(=O)NN=C2CCN(C)CC2)S(=O)(=O)c2ccccc2)c1	3.4%	11.1%	-4.6%
O=C(C1CCCCC1)N1CCN(S(=O)(=O)c2cccc([N+](=O)[O-])c2)CC1	-2.3%	11.0%	-9.6%

Screening data: PubChem, Sanford-Burnham Center for Chemical Genomics

The list is partial, so the mix of outcomes need not match the whole.
